Source: PubChem BioAssay (several laboratories)
E-sel TNF inh: TNF alpha driven E-selectin expression inhibition. HUVEC TNFa-induced E-selectin immunofluorescence, high content. inhibition, % at 2 µM. 0.71% of 120,000 active. AID 1246;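 active = inhibition above the batch mean plus 3 SD, and confirmed as a hit on visual image review, cut at about 43% in these data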;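 also: 0% = TNF-stimulated DMSO wells and 100% = unstimulated control wells; not every result past the cut was called active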
MRP-1 activ: MRP-1 activation. H69AR cells + doxorubicin, viability rescue, CellTiter-Glo. viability increase, % at 10 µM. 0.61% of 140,000 active. AID 799;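 active = viability gain under doxorubicin at or above a set limit, the compound median plus 3 SD, cut at about 4.7% in these data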;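 also: MRP-1 overexpressing cells given doxorubicin 25 µM after compound pretreatment; 18-22 h compound pretreatment then 72 h with doxorubicin before readout; 0% = doxorubicin-only wells and 100% = vehicle-treated cells without doxorubicin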
BB579 growth dn: chemicals that inhibit yeast BB579 growth in restrictive medium (lifespan-shortening candidates); S. cerevisiae BB579 growth, OD615, 48 h; inhibition, % at 10 µM; 0.51% of 140,000 active; AID 804;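 active = inhibition above a set limit, 3 SD over the mean compound inhibition, cut at about 44% in these data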; also: inactives centre near -24
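Assay system – yeast BB579 (DeaD) · Dosing – single compound dose of 10 µM, 0.25% DMSO final · Detection – OD615 turbidity measurement · Buffer or medium – CSMM-D restrictive synthetic medium containing dextrose (glucose) · Benchmarks – positive control amphotericin B 10 µg/mL · Incubation – 48 h exposure, 30 °C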
Measles CPE: protection of cells from measles virus | Measles virus-infected cells, CPE protection, absorbance | protection (pct of control), % at 4 µM | 1.5% of 140,000 active | AID 841; in the data active = protection mostly above about 24%, no sharp cut-off; inactive = mostly below about 26%; also: some compounds called inactive have numbers as strong as hits
GALR2 antag: blocks the human galanin receptor 2 | GALR2-expressing cells, antagonist mode | inhibition, % at 4 µM | 0.39% of 140,000 active; in the data active = inhibition above about 27%;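 also: cells stimulated with galanin 1-16 at roughly its EC80; 0% = agonist challenge control and 100% = basal control without agonist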
Target sequence (O43603 whole entry, looked up): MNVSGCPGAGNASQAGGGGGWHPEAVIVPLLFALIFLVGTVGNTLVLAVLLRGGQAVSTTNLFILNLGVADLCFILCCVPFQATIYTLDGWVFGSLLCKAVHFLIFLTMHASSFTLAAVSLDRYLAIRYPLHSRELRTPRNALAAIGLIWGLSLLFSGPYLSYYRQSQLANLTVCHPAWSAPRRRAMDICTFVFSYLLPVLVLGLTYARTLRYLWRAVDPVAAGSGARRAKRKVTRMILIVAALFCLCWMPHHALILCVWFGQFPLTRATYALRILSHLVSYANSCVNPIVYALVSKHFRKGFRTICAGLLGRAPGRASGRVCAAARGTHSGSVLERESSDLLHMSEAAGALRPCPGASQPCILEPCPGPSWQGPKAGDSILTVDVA
HCT116 bCat-KO: beta-catenin-lacking colon tumor cell growth suppression; HCT116 beta-catenin knockout viability, CellTiter-Glo, 60 h; active compounds read low; viability, % at 10 µM; 1.5% of 140,000 active;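 active = viability at or under a set limit, the compound median less 4 SD, cut at about 6% in these data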;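 also: 0% = Hyamine 1622 control at 20 µM and 100% = untreated cell control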
PTEN del growth: growth suppressors of cells with PTEN tumor suppressor deletion; 1.2% of 140,000 active; HCT116 PTEN-null viability, CellTiter-Glo, 60 h; active compounds read low; viability, % at 10 µM;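 active = viability at or below a set limit, 4 SD under the median of all tested compounds, cut at about 3.7% in these data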;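 also: PTEN knockout HCT116 line with beta catenin targeted HCT116 as companion control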
Phagocyt inh: blocks phagocytosis by macrophages; J774A.1 macrophage IgG-bead phagocytosis, imaging; inhibition, % at 5 µM; 0.07% of 110,000 active; AID 1029;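 active = inhibition above the mean of the plate negative controls plus 5 SD, cut at about 13% in these data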;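 also: phagocytic index as fraction of beads internalized from green versus red external bead signal; plate controls were DMSO negative control for no effect and cytochalasin-D positive control for full effect; some results beyond the cut were filed as inactive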
NPY-Y2 antag: blocks the human neuropeptide Y Y2 receptor; P49146; NPY-Y2 expressing cells, antagonist mode; inhibition, % at 2.7 µM; 0.99% of 140,000 active; AID 793; in the data active = inhibition above about 17%;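 also: 0% = vehicle with agonist challenge and 100% = reference antagonist with challenge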
Target sequence (P49146 whole entry, looked up): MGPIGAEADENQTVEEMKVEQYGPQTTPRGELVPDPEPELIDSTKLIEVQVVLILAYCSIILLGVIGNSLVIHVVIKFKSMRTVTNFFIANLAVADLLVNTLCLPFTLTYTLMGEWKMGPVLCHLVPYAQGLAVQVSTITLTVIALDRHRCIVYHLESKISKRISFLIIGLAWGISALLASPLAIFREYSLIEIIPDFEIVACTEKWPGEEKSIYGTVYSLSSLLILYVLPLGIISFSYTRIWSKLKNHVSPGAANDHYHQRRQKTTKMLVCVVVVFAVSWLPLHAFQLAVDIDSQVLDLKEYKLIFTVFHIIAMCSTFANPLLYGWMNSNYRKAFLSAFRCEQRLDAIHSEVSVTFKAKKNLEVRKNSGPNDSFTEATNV
Yeast life ext: extends the lifespan of yeast; inhibition of the nicotinamide effect, % at 10 µM; AID 775; 0.68% of 130,000 active; S. cerevisiae growth with nicotinamide, OD615; deaD strain in restrictive glucose medium;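 active = inhibition above a set limit, placed 3 SD over the median of all compounds, cut at about 26% in these data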;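 also: 0% = nicotinamide-treated wells and 100% = cells grown without nicotinamide; some compounds called inactive have numbers as strong as hits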
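Material: Modified budding yeast, DeaD strain | Medium: Restrictive glucose medium | Probe or stimulus: 1.5 mM nicotinamide | Dosing: Single dose 10 µM compound, 0.25% DMSO | Times: 48 h at 30 °C | Technique: OD615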
An asterisk follows results filed as active; · = not tested or not shown.

Values run as follows: E-sel TNF inh, MRP-1 activ, BB579 growth dn, Measles CPE, GALR2 antag, HCT116 bCat-KO, PTEN del growth, Phagocyt inh, NPY-Y2 antag, Yeast life ext
1	Cc1ccc2oc(=O)n(CC(=O)O)c2c1
 : ·, 0.2, -39, 9, 7, 108, 94, -1, 3, -5
2	O=C(CCCCCn1c(=O)[nH]c2ccsc2c1=O)N1CCN(C2CCCCC2)CC1
 : ·, -2.9, -10, 9, ·, 88, 102, 0, ·, -6
3	Cn1c(CN2CCCC2)nc2cc(NC(=O)COc3ccc(Cl)cc3)ccc21
 : 8, -0.6, -51, 26, 0, 63, 75, -1, -1, -9
4	COC(=O)c1ccc(-n2nnnc2SC)cc1
 : 2, -3.2, -25, 16, 12, 98, 101, -1, 3, -4
5	CCOC(=O)c1c(-c2ccsc2)csc1N
 : -6, -0.6, -63, 10, 6, 90, 101, 0, 4, -20
6	CC(C)OCCCN1C(=O)c2ccccc2C1C(=O)NC1CCCCC1 (configuration not stated)
 : -3, -1.8, -16, 30, -10, 89, 89, -3, 4, -4
7	O=C(O)c1cccc(N2C(=O)CSC2c2c(F)cccc2Cl)c1 (configuration not stated)
 : 5, -1.0, -18, 10, -15, 93, 97, ·, 2, -5
8	Cc1cc(C)cc(OCC(=O)N2N=C(c3cccnc3)CC2(O)C(F)(F)F)c1 (configuration not stated)
 : 3, -2.1, -26, 8, 9, 87, 85, 0, -1, 0
9	Cc1cccc(Nc2nc(N3CCCCC3)nc(N3CCCCC3)n2)c1
 : -14, -0.7, -25, 10, -8, 53, 58, ·, 2, ·
10	CCCC(=O)OCC(=O)Nc1cc(C(C)(C)C)nn1-c1ccccc1
 : 9, -0.3, -43, 19, -11, 102, 109, -1, 4, -4
11	Cc1ccc(-n2nnc3c(=O)n(CC(=O)NCC4CCCO4)cnc32)cc1 (configuration not stated)
 : 6, -0.1, -55, ·, 16, 107, 111, 3, 4, -10
12	O=C(c1ccc(S(=O)(=O)N2CCCC2)cc1)N1CCCc2ccccc21
 : -39, -2.9, -27, 36*, -4, 93, 102, 0, 2, -3
13	C=CCSc1nnc(-c2ccccc2N=Cc2c(C)[nH]n(-c3ccccc3)c2=O)c(=O)[nH]1
 : 17, -0.7, -35, 17, -1, 109, 99, 2, 2, -9
14	CCc1ccccc1NC(=S)N(CCCN1CCOCC1)Cc1cccs1
 : ·, 1.1, -18, 18, 14, 88, 94, 2, 3, 2
15	Fc1ccc(CSc2nsc(SCc3ccc(F)cc3)n2)cc1
 : 15, -1.5, -16, 2, -23, 86, 84, -2, 6, -10
16	COc1ccc(C(=O)N/C(=C/c2cccc3ccccc23)C(=O)NCCc2c[nH]c3ccccc23)cc1OC
 : -4, -2.3, -40, 10, 8, 88, 86, -4, 6, 6
17	CCSc1nc2nc(C)cc(C)n2n1
 : 14, 2.0, -36, 2, 9, 103, 99, 0, 4, -18
18	O=C(Cn1nnc(-c2cccc(C(F)(F)F)c2)n1)NC1CCCC1
 : -11, -0.1, -49, 4, 14, 96, 92, 0, 4, -1
19	NC(=O)c1ccsc1NC(=O)c1ccc(S(=O)(=O)N2CCCCC2)cc1
 : -13, 2.3, 0, 6, 10, 90, 69, 0, 2, -4
20	C/C(CC(=O)Nc1ccc(Cl)cc1Cl)=N\NC(=O)C(=O)NCCO
 : 12, -0.5, -2, 6, -9, 90, 98, -4, -2, -10
21	O=C(CC(SCCO)c1ccc(F)cc1)c1ccco1 (configuration not stated)
 : 20, -5.5, -26, 15, 8, 4.0*, 2.5*, ·, -1, -5
22	Cc1ccc(N(C(=O)Cn2nnc(-c3ccc(F)cc3)n2)C(CC(C)C)C(=O)NCC2CCCO2)cc1 (configuration not stated)
 : -2, -0.4, -44, 16, 4, 81, 82, ·, 9, -2
23	Cc1nnc(-c2ccccc2)c[n+]1[O-]
 : ·, -0.9, -60, 14, 3, 106, 115, 0, 0, -7
24	Cc1cccc(NC(=O)CNc2cc(C)ccc2C)c1
 : ·, -2.0, -1, 11, 1, 93, 91, -1, 2, -11
25	COc1cc(-c2nnc(-c3ccc(S(=O)(=O)c4ccccc4)cc3)o2)cc(OC)c1OC
 : -10, -1.1, -19, 15, 3, 97, 81, -3, 6, -8
26	Cc1cccc(N=C(N2CCOCC2)P(=O)(N2CCOCC2)N2CCOCC2)c1
 : 20, -0.2, -18, 5, 1, 109, 106, -1, 1, -13
27	Cc1cc(C)n2nc(C(=O)Nc3ccc(S(=O)(=O)N4CCCCC4)cc3)nc2n1
 : 18, -0.2, -15, 30, 3, 81, 81, ·, 1, -9
28	Cc1ccc(CS(=O)(=O)c2ccccc2-c2nnc(-c3ccc(Cl)cc3)o2)cc1
 : -4, 0.2, -43, 4, 9, 104, 93, ·, 6, -9
29	Cc1nc(NC(=O)CC(C)C)sc1-c1csc(Nc2ccc(Cl)cc2)n1
 : -2, -1.3, -87, 8, 11, 38, 39, ·, 0, -10
30	O=C(Nc1c(Cl)cccc1Cl)C1CCC1
 : 12, -0.9, -36, 5, 6, 95, 95, 0, -1, -17

Of the compounds above, these have a COOH group:
Values run as follows: E-sel TNF inh, MRP-1 activ, BB579 growth dn, Measles CPE, GALR2 antag, HCT116 bCat-KO, PTEN del growth, Phagocyt inh, NPY-Y2 antag, Yeast life ext
1	Cc1ccc2oc(=O)n(CC(=O)O)c2c1
 : ·, 0.2, -39, 9, 7, 108, 94, -1, 3, -5
7	O=C(O)c1cccc(N2C(=O)CSC2c2c(F)cccc2Cl)c1 (configuration not stated)
 : 5, -1.0, -18, 10, -15, 93, 97, ·, 2, -5

Next part
Values run as follows: E-sel TNF inh, MRP-1 activ, BB579 growth dn, Measles CPE, GALR2 antag, HCT116 bCat-KO, PTEN del growth, Phagocyt inh, NPY-Y2 antag, Yeast life ext
31	CC(C)(C)NS(=O)(=O)c1ccc2nc(NC(=O)Cc3cccs3)sc2c1
 : 13, -3.1, -4, 27, -7, 65, 55, 0, -1, -15
32	CC(C)(C)NC(=O)NC(=O)COC(=O)c1cccc(NS(=O)(=O)c2ccc(F)c(F)c2)c1
 : -20, -3.8, -35, 5, -10, 79, 74, ·, -1, 4
33	COc1ccccc1-n1c(=O)oc2ccc(Cl)cc2c1=O
 : 14, -3.4, 53*, 14, 6, 1.2*, 1.9*, 0, 7, -15
34	O=C(Cn1cccc1)N1CCN(C(c2ccccc2)c2ccccc2)CC1
 : -17, -0.7, -46, 5, -7, 93, 98, 0, 1, -9
35	COc1ccc(C(=O)N2CCC(C(=O)Nc3ccc4c(c3)OCCO4)CC2)cc1
 : 10, -2.9, -12, 13, -9, 99, 92, 0, 6, -9
36	CCOc1cccc2cc(-c3nnc(NCc4ccco4)s3)c(=O)oc12
 : 2, -2.1, -29, 6, 3, 82, 89, 3, -1, 0
37	Cc1cccc(NC(=S)N2CCCCC2)c1
 : ·, -0.8, -21, 10, 9, 91, 103, -1, 1, -3
38	O=C(Nc1cccc(NC(=O)C2CC2)n1)C1CC1
 : ·, 0.7, -2, 5, -8, 98, 92, 3, 1, 0
39	CCCC[n+]1ccn(-c2nc3ccccc3nc2[N-]S(=O)(=O)c2ccccc2)c1
 : 8, -0.8, -58, 21, -24, 103, 116, 0, -1, 10
40	CC(=O)c1cc2c(C)c(C(=O)c3ccccc3)oc2cc1O
 : ·, 0.5, -29, 8, 11, 82, 67, -5, 3, 1
41	Cc1nc2ccccc2n1CC(O)Cn1c2ccccc2c2ccccc21 (configuration not stated)
 : ·, -0.9, -67, 2, -3, 56, 42, 0, 3, -1
42	CC1CCCCN1C(=O)CN1C(=O)CN(C)C(=O)c2ccccc21 (configuration not stated)
 : 7, -1.6, -9, 13, 10, 92, 88, 0, 2, -5
43	CC1=C(C(=O)Nc2ccc(Br)cc2)C(c2ccco2)NC(=O)N1 (configuration not stated)
 : -2, -2.8, -8, 26, 2, 85, 77, ·, 3, -6
44	CSCCC(NS(=O)(=O)c1ccc2ccccc2c1)C(=O)O (configuration not stated)
 : 19, -0.2, 16, 3, -5, 96, 93, -1, 6, -4
45	CCC(C)(C)n1nnnc1C(C(C)C)N(CCN1CCOCC1)Cc1cc2cccc(C)c2[nH]c1=O (configuration not stated)
 : -11, -0.3, -80, 13, -13, 63, 74, 0, 10, 19
46	COc1cc(C(=O)Nc2sc3c(c2C(=O)NCc2ccco2)CCCC3)cc(OC)c1OC
 : 14, -0.4, -66, 15, -7, 79, 83, 0, 7, -7
47	O=C(c1ccc(Br)o1)N1CCN(c2ccc3nnc(-c4ccc(F)cc4)n3n2)CC1
 : ·, -2.3, -15, 3, -7, 93, 85, 1, 2, -5
48	O=C(Cc1ccccc1)Nn1c(O)c(/C=C2\C=Nc3ccccc32)sc1=S
 : 12, -4.7, -28, 21, -5, 88, 78, -2, 0, -2
49	CC(C)(C)NS(=O)(=O)c1ccc(OCC(=O)NCCC2=CCCCC2)cc1
 : 5, 0.2, -29, 21, -6, 103, 98, 1, -1, -10
50	O=C(NC(Nc1nc2ccc([N+](=O)[O-])cc2s1)(C(F)(F)F)C(F)(F)F)c1ccccc1Cl
 : 12, -5.8, 34, 9, 96*, 1.7*, 1.4*, -6, 24*, 6

Ordered by molar mass (high to low): some entries from above.
Values run as follows: E-sel TNF inh, MRP-1 activ, BB579 growth dn, Measles CPE, GALR2 antag, HCT116 bCat-KO, PTEN del growth, Phagocyt inh, NPY-Y2 antag, Yeast life ext
45	CCC(C)(C)n1nnnc1C(C(C)C)N(CCN1CCOCC1)Cc1cc2cccc(C)c2[nH]c1=O (configuration not stated)
 : -11, -0.3, -80, 13, -13, 63, 74, 0, 10, 19
47	O=C(c1ccc(Br)o1)N1CCN(c2ccc3nnc(-c4ccc(F)cc4)n3n2)CC1
 : ·, -2.3, -15, 3, -7, 93, 85, 1, 2, -5
36	CCOc1cccc2cc(-c3nnc(NCc4ccco4)s3)c(=O)oc12
 : 2, -2.1, -29, 6, 3, 82, 89, 3, -1, 0

3 compounds drawn at random from those above:
Values run as follows: E-sel TNF inh, MRP-1 activ, BB579 growth dn, Measles CPE, GALR2 antag, HCT116 bCat-KO, PTEN del growth, Phagocyt inh, NPY-Y2 antag, Yeast life ext
34	O=C(Cn1cccc1)N1CCN(C(c2ccccc2)c2ccccc2)CC1
 : -17, -0.7, -46, 5, -7, 93, 98, 0, 1, -9
37	Cc1cccc(NC(=S)N2CCCCC2)c1
 : ·, -0.8, -21, 10, 9, 91, 103, -1, 1, -3
43	CC1=C(C(=O)Nc2ccc(Br)cc2)C(c2ccco2)NC(=O)N1 (configuration not stated)
 : -2, -2.8, -8, 26, 2, 85, 77, ·, 3, -6
